RNase H inhibition: RNase H inhibition, HIV 1 Gag Pol polyprotein, FRET biochemical assay, screening (AID 372). HIV-1 RT RNase H, FRET RNA/DNA substrate fluorescence; higher % means a stronger effect. inhibition, % at 10 µM, or IC50 in µM where a hit was titrated. 0.77% of 100,000 active; in the data active = inhibition above about 50%
An asterisk follows results filed as active; & = joins results of further samples. These rows are one share of the data; rates above refer to the full screens.

The first 5 records as a preview:
SMILES | RNase H inhibition
COc1ccccc1C1NC(=O)NC(C)=C1C(=O)OCC(Cl)(Cl)Cl (stereo unspecified) | 6%
Cc1ccc(-c2cc(-c3ccc(Br)cc3)n[nH]2)c(O)c1 | 19%
C/C(=N\NC(=O)c1cc(-c2ccc(Cl)cc2)n[nH]1)c1ccc2ccccc2c1 | 16%
CCSCCOC(=O)C1=C(C)NC2=C(C(=O)CC(c3ccc(OC)cc3)C2)C1c1ccc(Cl)cc1 (stereo unspecified) | 10%
Cc1cc(C)nc(NS(=O)(=O)c2ccc(NC(=O)CSc3ncn[nH]3)cc2)n1 | 9%

The listing (from the top)
SMILES | RNase H inhibition
COc1ccccc1C1NC(=O)NC(C)=C1C(=O)OCC(Cl)(Cl)Cl (stereo unspecified) | 6%
Cc1ccc(-c2cc(-c3ccc(Br)cc3)n[nH]2)c(O)c1 | 19%
C/C(=N\NC(=O)c1cc(-c2ccc(Cl)cc2)n[nH]1)c1ccc2ccccc2c1 | 16%
CCSCCOC(=O)C1=C(C)NC2=C(C(=O)CC(c3ccc(OC)cc3)C2)C1c1ccc(Cl)cc1 (stereo unspecified) | 10%
Cc1cc(C)nc(NS(=O)(=O)c2ccc(NC(=O)CSc3ncn[nH]3)cc2)n1 | 9%
COc1ccc(CCNS(=O)(=O)c2ccc(Cl)cc2)cc1OC | 8%
O=C(COc1ccccc1)N1CCN(C(=O)c2ccccc2F)CC1 | 0%
CCOC(=O)C1(C)C=C(Nc2ccc(OCC)cc2)C(=O)N1c1ccc(OCC)cc1 (stereo unspecified) | 0%
Cc1c(/C=C2/C(=O)NC(=O)N(c3ccccc3F)C2=O)c2ccccc2n1C | 13%
O=C(NNC(=O)c1sc2ccccc2c1Cl)Nc1ccc(Cl)cc1 | 14%
CC(NC(=O)/C(C#N)=C/c1ccc(C(=O)O)cc1)c1ccccc1 (stereo unspecified) | 11%
O=C(NCCCO)C(=O)NC1CCCCC1 | 15%
COc1ccc(OC)c(NC(=O)c2ccc(CN3CCOCC3)cc2)c1 | 0%
CCNc1nc(NCC)nc(Oc2ccc(C(=O)OC)cc2)n1 | 1%
CCOC(=O)C1=C(C)N=c2s/c(=C/c3ccc(OC)c(OC)c3)c(=O)n2C1c1cc(OC)ccc1OC (stereo unspecified) | 2%
COc1cc2c(cc1OC)C1(Nc3c-2c(C)nn3-c2ccccc2)C(=O)Nc2ccccc21 (stereo unspecified) | 24%
O=C(COc1ccc(Cl)cc1Cl)Oc1ccc(Br)cc1 | 0%
O=C(O)c1cc(C(=O)O)cc(S(=O)(=O)Nc2ccc(Cl)c([N+](=O)[O-])c2)c1 | 5%
O=C1C2C(C(=O)N1/N=C/c1ccccc1)C1C=CC2C12CC2 (stereo unspecified) | 0%
CCCCc1c(C)nc(N/N=C(/C)c2ccc(I)cc2)[nH]c1=O | 15%
CC1=C(C#N)C(=O)NC(=O)/C1=C\c1ccc(-c2cc(C)c(C)cc2[N+](=O)[O-])o1 | 56%*
Cc1ccc(C2=NN(C(=N)SC3CC(=O)N(c4ccc(C(=O)O)cc4)C3=O)C(c3ccc(Br)cc3)C2)cc1 (stereo unspecified) | 22%
Cc1cccc(-c2nc3ccccc3c3nncn23)c1 | 0%
Cc1sc2ncn(-c3ccc(Cl)cc3)c(=O)c2c1C | 5%
Cc1ccc(N=Cc2ccc3ccccc3c2)cc1[N+](=O)[O-] | 32%
CC1(C)N([O-])C2=C(c3ccccc3C2=O)[N+](=O)C1(C)C | 0%
O=C(Nc1ccc(I)cc1Cl)c1ccc([N+](=O)[O-])cc1 | 9%
CC(=O)Oc1ccc(/C(C)=N/N2CCN(Cc3cccc4ccccc34)CC2)cc1 | 15%
CC1(C)CC(=O)C2=C(C1)Nc1ccccc1N(C(=O)c1ccccc1)C2c1ccccc1 (stereo unspecified) | 20%
Cc1ccc(NC(=O)CC2SC(=O)N(CN3CCOCC3)C2=O)cc1 (stereo unspecified) | 12%
Cc1ccc(NC(=O)CSc2nc3c(c(=O)n(C)c(=O)n3C)n2C)cc1C | 7%
Clc1ccc(Cl)c(NCc2nc3ccccc3n2Cc2ccccc2)c1 | 10%
Cc1ccc(/C=C2\C(=O)N(c3nc(-c4ccc(Cl)cc4)cs3)N=C2c2ccccc2)o1 | 11%
O=[N+]([O-])c1ccccc1-c1nc(-c2ccncc2)no1 | 0%
COc1ccc(C2CC(C(F)(F)F)n3ncc(C(=O)NC(C)(C)C)c3N2)cc1 (stereo unspecified) | 26%
COCCOC(=O)C1=C(C)NC2=C(C(=O)CC(c3ccc(OC)cc3)C2)C1c1cccc(OC)c1 (stereo unspecified) | 11%
O=Cc1c(-c2ccccc2)[nH]c2ccccc12 | 1%
CCN(CC)c1ccc(N=Cc2cc(Cl)cc(Cl)c2O)cc1 | 3%
CC(=O)c1cccc(NC(=O)c2ccc(C(C)(C)C)cc2)c1 | 13%
CC1(CC2C(CC(N)=O)C2(C)C)OCCO1 (stereo unspecified) | 9%

Shown field by field: entries from further up
CCN(CC)c1ccc(N=Cc2cc(Cl)cc(Cl)c2O)cc1
- RNase H inhibition: 3%
CC(=O)c1cccc(NC(=O)c2ccc(C(C)(C)C)cc2)c1
- RNase H inhibition: 13%

The results go on.
SMILES | RNase H inhibition
CCOC(=O)c1cccc(N2C(=O)C3C4C=CC(C5CC45)C3C2=O)c1 (stereo unspecified) | 5%
CCOc1cc(/C=N\NC(=O)c2ccc(C)nc2)cc([N+](=O)[O-])c1O | 11%
COc1cccc(C(=O)NN=C2CCCC2)c1 | 7%
NC(=O)c1ccccc1N=Cc1ccc([N+](=O)[O-])o1 | 2%
Cc1ccc(-n2c(CN3CCN(C)CC3)n[nH]c2=S)cc1Cl | 14%
CCCCN1C(=O)/C(=C/c2c(NCCCn3ccnc3)nc3c(C)cccn3c2=O)SC1=S | 0%
CCCOC(=O)C1=C(C)NC(=O)NC1c1ccc(N(CC)CC)cc1 (stereo unspecified) | 14%
COc1cc(C=C2C(=O)OC(C)(C)OC2=O)cc(Cl)c1O | 22%
O=C1NC(=S)NC(=O)C1=Cc1ccc(N2CCOCC2)c([N+](=O)[O-])c1 | 6%
O=C(O)c1ccc(N2C(=O)C3C4C=CC(C5CC45)C3C2=O)cc1 (stereo unspecified) | 6%
O=C(c1ccco1)N1N=C2/C(=C/c3ccc(Br)cc3)CCCC2C1c1ccc(Br)cc1 (stereo unspecified) | 8%
O=c1c2c(nc(SCc3ccccc3)n1CCc1ccccc1)-c1ccccc1CC21CCCCC1 | 2%
Cc1nc(N)sc1C(=O)N/N=C/c1ccco1 | 4%
Cc1cc(-c2ccccc2)nc(=S)[nH]1 | 1%
CC(C)(C)c1ccccc1OCCCCN1CCCCC1 | 3%
O=C1C=C(NCc2ccc3c(c2)OCO3)CC(c2ccccc2)C1 (stereo unspecified) | 0%
CCOc1cc(-c2nc3ccc4ccccc4c3c3c2CCC3)ccc1O | 6%
CCOCCOC(=O)C1=C(C)NC2=C(C(=O)CCC2)C1c1ccc(OC)c(OCc2ccccc2)c1 (stereo unspecified) | 11%
C=CC(=O)NC12CC3CC(CC(C3)C1)C2 | 22%
O=C(Nc1ccc2oc(-c3ccncc3)nc2c1)c1cccnc1 | 9%
Cc1cc2nc(-c3ccc(Cl)c(NC(=O)c4ccco4)c3)oc2cc1C | 10%
Nc1ccc(C(=O)NN=C2CCCCCCCCCCC2)cc1 | 5%
CC1(C)CC2CC(C)(CN2S(=O)(=O)c2ccc(C(=O)Nc3ccccc3N3CCOCC3)cc2)C1 (stereo unspecified) | 0%
O=C(NCCN1CCN(Cc2ccccc2)CC1)C(=O)Nc1ccc(Cl)cc1 | 14%
CN(C1=NC(=O)SC1)c1ccc(O)cc1 | 8%
CN1CCN(C(=O)c2ccc3c(c2)OCCO3)CC1 | 9%
COc1ccc(C=C2C(=O)NC(=S)NC2=O)cc1Cl | 21%
O=C(Nc1nc2ccc(Cl)cc2s1)c1cccc(F)c1 | 4%
COc1cc(C(=O)Nc2ccc(NC(=O)c3cccs3)cc2)ccc1OCc1ccc(Cl)cc1 | 26%
Cc1ccccc1N1C(=O)NC(=O)/C(=C\c2cccn2-c2ccccc2)C1=O | 22%

Reprinted from the part before: three compounds; new compounds follow.
SMILES | RNase H inhibition
O=C(Nc1nc2ccc(Cl)cc2s1)c1cccc(F)c1 | 4%
COc1cc(C(=O)Nc2ccc(NC(=O)c3cccs3)cc2)ccc1OCc1ccc(Cl)cc1 | 26%
Cc1ccccc1N1C(=O)NC(=O)/C(=C\c2cccn2-c2ccccc2)C1=O | 22%
CCc1ccc(N2CC(C(=O)N/N=C/c3ccc(C(=O)OC)cc3)CC2=O)cc1 (stereo unspecified) | 15%
Cc1cc2nc(-c3ccc(C)c(NC(=O)c4cc5ccccc5o4)c3)oc2cc1C | 27%
Cc1cc(C)nc(NC(=O)CC(C)(C)C)n1 | 9%
CCOc1cc(C2C(C(=O)OCCOC)=C(C)NC3=C2C(=O)CC(c2ccc(OC)cc2)C3)ccc1O (stereo unspecified) | 12%
FC(F)(F)C(=C(NC(=S)n1cnc2ccccc21)C(F)(F)C(F)(F)F)C(F)(F)F | 3%
O=C(COc1ccc(Br)cc1)Nc1cccc2ccccc12 | 32%
CN(C)CCNC(=O)C12CC3(C)CC(C)(CC(C)(C3)C1)C2 | 11%
CCCC1CCc2c(sc(NC(=O)Nc3cccc(Cl)c3)c2C(N)=O)C1 (stereo unspecified) | 5%
COc1ccc(N(CC(N)=O)S(=O)(=O)c2ccc(OC)c(OC)c2)cc1 | 10%
COc1ccc(/C=N/Nc2nc3cc(C)ccc3cc2C)cc1OC | 13%
Cc1ccc(N2CCN(C(=S)Nc3ccccc3)CC2)cc1 | 7%
O=C1C(c2nc3ccccc3s2)=C(O)c2ccccc21 | 0%
COc1ccc(C(=O)NNC(=O)c2cccnc2)cc1OC | 11%
CC(=O)Nc1cccc(-c2csc(Nc3ccc(C(=O)O)cc3)n2)c1 | 3%
O=C1C(=O)N(c2ccccn2)C(c2ccc(F)cc2)/C1=C(\O)c1ccccc1 (stereo unspecified) | 6%
CCOC(=O)c1ccc(N=Cc2c(O)n(C)c(=O)[nH]c2=O)cc1 | 0%
O=S(=O)(c1ccc(Cl)cc1)N1CCOC(c2ccccc2)C1 (stereo unspecified) | 14%
CCOc1ccccc1OCCCCOc1cc(Cl)ccc1Cl | 17%
COc1cc(/C=C2\SC(=S)N(NC(=O)c3ccccc3Br)C2=O)ccc1O | 18%
CC(O)C(=O)N/N=C/c1ccncc1 (stereo unspecified) | 4%
Cc1ccc(NC(=O)c2ccc3c(c2)C(=O)N(c2cccc(N4C(=O)c5ccc(C(=O)Nc6ccc(C)c(C)c6)cc5C4=O)n2)C3=O)cc1C | 22%
CCOC(=O)CC(=O)NC(C)(C)Cc1ccc(O)cc1 | 11%
CC(=O)N(C1=C(NC2CCCCC2)C(=O)c2ccccc2C1=O)c1ccc(Cl)cc1 | 10%
CNC(=O)c1ccc(C(=O)c2c(C)cc(C)cc2C)cc1 | 10%
CC(C)(C)NCCCCOc1ccc(C(C)(C)C)cc1 | 10%
Cc1ccc(-c2nnc(NC(=O)Nc3ccc(Cl)cc3Cl)s2)cc1C | 21%
COc1ccccc1NC(=O)C1=C(C)NC2=C(C(=O)CCC2)C1c1cc(OC)c(OC)c(OC)c1 (stereo unspecified) | 4%
N/C(Cc1ccc(Cl)cc1)=N\OC(=O)c1ccccc1Cl | 13%
COc1ccc(N(CC(=O)NC(C(C)C)C(C)C)S(=O)(=O)c2ccc(C)c([N+](=O)[O-])c2)cc1 | 22%
CC(C)CCOc1ccc(C(=O)NCCC(=O)O)cc1 | 21%
O=[N+]([O-])c1ccc(/C=N/Nc2cc(N3CCCCCC3)nc(N3CCCCCC3)n2)cc1 | 11%
Cc1ccc(C(=O)N2CCN(c3ccccc3)CC2)o1 | 5%
Cc1ccc(-c2c3c([nH]c(=S)c2C#N)CCCC3)o1 | 8%
Cc1nnc(N2C(=O)C3CCC(C)(C2=O)C3(C)C)s1 (stereo unspecified) | 18%
CC(C)N(C(=O)c1ccc(Cl)cc1Cl)C(C)C | 8%
O=C(NCc1ccco1)C(=O)N/N=C/c1ccc(Cl)cc1Cl | 0%
COc1ccc(/C=C2\C(=O)NC(=S)N(c3ccc(Br)cc3C)C2=O)cc1[N+](=O)[O-] | 20%
CC1CN(S(=O)(=O)c2ccc(C(=O)Nc3nc(-c4ccc([N+](=O)[O-])cc4)cs3)cc2)CC(C)O1 (stereo unspecified) | 5%
C/C(=N\NC(=O)c1ccc(Br)cc1)c1ccc(O)cc1O | 14%
O=C(CCC1CCCC1)NC1CCCCCCC1 | 0%
O=C(NCCCN1CCOCC1)c1ccccc1Br | 0%&6%
Cc1c(C#N)c2ccc(O)c(CN(C)C)c2n1-c1ccccc1 | 9%
CCOc1cc([N+](=O)[O-])cc(/C=N/NC(=O)c2cc(Cl)ccc2O)c1O | 11%
COc1cc(CN2CCOCC2)cc(C=O)c1O | 24%
Cc1cc(C)c(S(=O)(=O)NNC(=O)c2ccc([N+](=O)[O-])cc2)c(C)c1 | 9%
COc1ccc(/C=C2\SC(=O)N(CCC(=O)Nc3ccccc3)C2=O)cc1OC | 10%
COc1cc(C)c(/C=C(\C#N)C(=O)Nc2cccc(Cl)c2C)cc1C(C)C | 22%
CCn1c(-c2ccc(Cl)cc2Cl)n[nH]c1=S | 0%
CCN(CC)C(=S)SCCC(=O)NC(=O)Nc1ccc(Cl)cc1 | 16%
O=C(CSc1ncccn1)N/N=C/c1ccccc1[N+](=O)[O-] | 13%
Cc1cccc(NC(=O)c2c(C(=O)O)cccc2[N+](=O)[O-])n1 | 13%
COc1ccc(C(=O)/C=C/Nc2ccc([N+](=O)[O-])cc2C)cc1 | 27%
